Screens (PubChem BioAssay)
D1 agonist: agonists of human D1 dopamine receptor; 360,000 tested, 1% active; HEK293 T-REx D1 cells, calcium flux, agonist mode; AID 504660; P21728; activation, % at 2 µM; further: 0% is about no effect
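Inducible HEK293 T-REx D1 cells, force-coupled to calcium signalling, were plated at 4000 cells/well with tetracycline and held overnight at 30 C. After no-wash calcium dye loading, compound-evoked calcium rise over 180 s flagged agonists.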
D1 potentiator: enhances dopamine response at the human D1 receptor. P21728. HEK293 TREx D1 cells, calcium flux, dopamine EC20 potentiation. potentiation, % at 10 µM. 360,000 tested, 0.036% active. AID 504651; in the data active means potentiation above about 30%; further: 0% is about no effect
TRHR PAM: allosterically enhances the human TRH receptor; P34981; TRHR cells, fluo-8 calcium fluorescence, EC20 TRH enhancement; enhancement, % at 2 µM; 360,000 tested, 0.66% active; AID 493056; in the data active means enhancement above about 30%; further: 0% is about no effect
Target sequence (P34981 whole entry, looked up): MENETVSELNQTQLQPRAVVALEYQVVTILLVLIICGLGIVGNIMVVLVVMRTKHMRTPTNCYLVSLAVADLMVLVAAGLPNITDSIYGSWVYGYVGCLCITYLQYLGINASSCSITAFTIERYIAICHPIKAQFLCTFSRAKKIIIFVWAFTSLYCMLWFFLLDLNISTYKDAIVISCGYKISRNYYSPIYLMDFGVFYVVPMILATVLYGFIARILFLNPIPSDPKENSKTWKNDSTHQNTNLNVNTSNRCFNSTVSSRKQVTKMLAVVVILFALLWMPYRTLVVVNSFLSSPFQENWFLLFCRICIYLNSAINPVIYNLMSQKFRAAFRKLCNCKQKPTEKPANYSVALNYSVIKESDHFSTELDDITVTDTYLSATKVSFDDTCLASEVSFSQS
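Enhancer read-out: after compound pinning and an initial kinetic agonist-mode read, an EC20 of TRH (10 nM final) was injected and fluo-8 calcium signal (Ex 480/Em 530) followed at 1 s/cycle for 100 cycles in TRHR-expressing cells.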
D2 ag: activates the human D2 dopamine receptor; HEK293 T-REx D2 cells, calcium flux agonist mode; activation, % at 2 µM; 340,000 tested, 0.53% active; AID 485358;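 active means activation over 3 SD above normal in the single-dose calcium agonist read, cut at about 30% in these data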; further: 0% is about no effect
Target sequence (P14416 whole entry, looked up): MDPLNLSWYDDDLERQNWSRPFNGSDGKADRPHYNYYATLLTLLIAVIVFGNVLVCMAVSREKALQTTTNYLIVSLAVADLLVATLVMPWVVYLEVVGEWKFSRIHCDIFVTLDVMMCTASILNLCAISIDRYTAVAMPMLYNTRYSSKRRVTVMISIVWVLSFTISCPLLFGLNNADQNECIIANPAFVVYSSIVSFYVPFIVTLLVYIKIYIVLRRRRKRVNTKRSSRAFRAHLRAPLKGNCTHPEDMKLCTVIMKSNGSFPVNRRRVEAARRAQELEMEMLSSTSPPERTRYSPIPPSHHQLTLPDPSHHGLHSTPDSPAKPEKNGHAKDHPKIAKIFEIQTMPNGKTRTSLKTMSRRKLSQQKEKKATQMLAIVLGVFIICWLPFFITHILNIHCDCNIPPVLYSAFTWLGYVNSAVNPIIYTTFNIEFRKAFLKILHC
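Tetracycline-induced HEK293 Trex cells with D2 receptor force-coupled to calcium signaling, plated overnight at 30 C and loaded with no-wash calcium dye. Calcium flux read kinetically for 180 s after compound addition; responses flag agonists.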
D1 antag: antagonists of human D1 dopamine receptor; P21728; 360,000 tested, 3.2% active; activity change, negative = inhibition, % at 10 µM; HEK293 TREx D1 cells, calcium flux, dopamine EC80; hits give low values; in the data active means activity change below about -30%; further: on the % scale 0 is the no-effect control and ±100 the full control effect
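Kinetic fluorescence of a calcium dye serves as the read-out. D1-expressing Hek293 Trex cells, induced overnight at 30 C, are exposed to compound for 180 s before an EC80 dopamine addition, then read 180 s further.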
D2 potentiator: positively modulates the human D2 dopamine receptor allosterically; P14416; HEK293 T-REx D2, calcium flux, EC20 dopamine potentiation; potentiation, % at 10 µM; 340,000 tested, 0.34% active; AID 485347;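 active means potentiation over 3 SD above the plate norm, cut at about 30% in these data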; further: 0% is about no effect
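Potentiation of an EC20 dopamine calcium response measured kinetically over 180 s, after a preceding 180 s compound-only read flagging agonists. Cells: inducible Hek293 Trex D2 line, 4000/well, cultured overnight at 30 C before dye loading.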
D2 antag: antagonists of human D2 dopamine receptor; P14416; HEK293 TREx D2 cells, calcium flux, dopamine EC80; inhibition, % at 10 µM; 340,000 tested, 2% active; in the data active means inhibition above about 30%; further: 0% is about no effect
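Dopamine at EC80 is the agonist stimulus; test compounds precede it by 180 s. Calcium flux read kinetically in a force-coupled, inducible HEK293 T-REx D2 cell line.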
TRHR ag: activates the human TRH receptor. P34981. TRHR cells, calcium flux fluo-8, FDSS agonist mode. activation, % at 2 µM. 360,000 tested, 0.18% active; further: 0% is about no effect
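Read-out: compound-evoked intracellular calcium rise in TRHR cells, fluo-8 dye, kinetic FDSS fluorescence at 1 s/cycle following a 10-cycle baseline. Cells cultured overnight before dye loading (30 min–1.5 h, RT).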
RXFP1 antag: RXFP1 (human) relaxin receptor antagonism; Q9HBX9; 350,000 tested, 0.59% active; activity change, negative = inhibition, % at 57.5 µM; HEK293-RXFP1, relaxin-stimulated cAMP HTRF, 30 min; hits give low values;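 active means activity change of -60% or lower, but not beyond a set lower limit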; further: on the % scale 0 is the no-effect control and ±100 the full control effect
The depositor's hits bear a star; / = not tested or not shown. Unless noted, no stated cut-off is given here; in the data, active means activation above about 30%; inactive means the rest.

structure	D1 antag	D2 potentiator	D2 antag	TRHR PAM	D1 agonist	D2 ag	D1 potentiator	RXFP1 antag	TRHR ag
CC(NS(=O)(=O)c1c(N)n(C)c(=O)n(C)c1=O)c1ccccc1 (stereo not drawn)	1.9	-2.2	4.0	4.5	2.6	0.2	3.5	-7.1	0.8
COc1ccc(S(=O)(=O)NCCOc2ccccc2)cc1OC	2.5	1.6	-6.0	17.6	1.5	-1.1	2.5	-2.3	-1.9
NS(=O)(=O)c1ccc(CCNC(=O)Cc2ccc(Cl)cc2)cc1	10.3	10.0	7.3	-6.3	0.9	0.6	-2.2	9.2	-0.2
Cn1c(=O)c2c(nc(NCc3ccccc3)n2C)n(C)c1=O	24.9	3.8	-14.1	-0.8	1.0	-0.5	3.3	1.7	-0.1
CCOc1ccc(C(C(=O)NC2CCCC2)N(C(=O)c2snc(C(N)=O)c2N)C2CCCC2)cc1 (stereo not drawn)	-0.2	-3.0	-2.2	-1.8	5.6	-0.5	-7.5	-12.8	-0.7
CC(=O)Nc1ccc(S(=O)(=O)NCC(=O)OCC(=O)NCc2ccco2)cc1	-15.8	-5.1	6.0	-2.4	1.7	-0.3	-2.0	-2.9	1.8
COc1cccc(CNS(=O)(=O)c2c(C)nc3sccn3c2=O)c1	0.3	-3.0	6.2	-2.1	5.9	-0.4	-6.4	2.9	0.5
Nc1c(C(=O)Nc2ccccc2)c2nc3ccccc3nc2n1-c1ccc(O)cc1	-18.5	-2.5	-0.7	2.5	3.2	0.2	-11.0	-7.5	-0.5
COc1ccc([C@H]2C(C#N)=C([S-])N[C@](C)(O)[C@@H]2[n+]2ccccc2)cc1	-16.5	5.2	5.8	-4.0	3.5	-0.6	2.5	7.1	0.1
NNC(=O)c1ccc(COCC(F)(F)C(F)F)cc1	-21.3	-2.0	11.5	0.6	3.8	0.7	-3.4	1.5	-0.6
Cc1nn(C)cc1S(=O)(=O)Nc1ncccn1	0.5	-0.3	-12.5	41.3*	-0.5	-1.2	-4.2	3.2	2.1
COc1ccc(C(=O)Cn2c(=O)c(CCC(=O)O)nn3c4ccccc4nc23)cc1OC	-6.0	2.6	12.8	-5.1	1.3	0.9	-4.5	-10.6	0.4
CCN(CC)c1ccc2cc(C=O)c(=O)oc2c1	3.0	-6.0	-46.5	9.4	186.8*	65.0*	-4.2	-2.5	116.2*
CCOc1ccc2c(c1)c(=O)c(S(=O)(=O)c1ccccc1)cn2CC(=O)Nc1ccccc1OC	-1.7	-25.8	/	1.0	6.7	0.5	-4.2	/	0.3
O=S(=O)(c1c(Cl)sc(Cl)c1Br)N1CCCC1	10.1	-5.9	-10.6	-4.7	1.9	0.3	-0.6	-3.8	-0.2
C=C1C(=O)O[C@H]2[C@H]1[C@@H](O)CC(=C)[C@@H]1CC(=O)[C@@H](C)[C@H]21	10.7	17.9	6.4	51.5*	4.5	-0.3	1.2	13.2	0.7
Cc1cc(C=C2C(=O)c3ccccc3C2=O)c(C)n1-c1cccc(C(=O)O)c1	-4.4	5.2	10.0	4.4	8.5	4.4	-2.4	-8.9	8.7
CCNC(=O)C(=O)Nc1ccc2c(c1)N(S(=O)(=O)c1cccs1)CCC2	10.3	-2.5	6.1	-1.5	-0.1	0.0	-8.3	4.6	0.3
O=C(COc1ccccc1Cl)NCCC1=CCCCC1	4.0	-1.6	-5.5	-2.2	2.2	-1.2	-3.4	-15.7	0.1
CCOC(=O)c1c(NC(=O)COC(=O)C2CC2C)sc(C)c1C (stereo not drawn)	-2.3	7.6	-3.9	-3.5	3.4	-0.6	-5.8	-32.4	0.8
CS(=O)(=O)Nc1cccc(C2=NN(C(=O)c3ccco3)C(c3cccs3)C2)c1 (stereo not drawn)	-11.8	-4.8	12.6	-1.5	1.4	-1.0	-4.8	-1.0	-0.5
COc1ccc2[nH]cc(CCNC(=O)Cc3c(F)cccc3Cl)c2c1	-19.2	12.9	2.3	-1.3	14.4	0.9	-2.2	-0.2	-0.2
O=C(CN1C(=O)NC2(CCCCCCC2)C1=O)NCc1ccccc1Cl	5.5	1.2	5.7	11.4	0.1	-0.4	3.6	-5.2	0.1
Cc1cccc(-c2nc3cc(NC(=O)c4ccc(OCC(C)C)cc4)ccc3o2)c1	-6.5	-14.9	/	-3.8	1.1	0.8	0.3	-2.1	1.5
CCCS(=O)(=O)N1CCC(C(=O)NCC2CCCO2)CC1 (stereo not drawn)	0.3	1.6	9.4	-2.1	0.5	/	0.9	6.7	0.0
COc1ccc(CCNC(=O)c2c(C)nn(-c3ccc(F)cc3)c2-n2cccc2)cc1OC	-12.8	-2.7	/	-1.6	0.7	/	-2.8	/	-0.7
Cc1cccc(S(=O)(=O)NNC(=O)c2sc(C)nc2C)c1	1.3	-5.0	-1.1	-3.8	3.8	0.9	-6.8	-9.8	0.6
COc1cc2c(C)nc3c(c(C)nn3-c3ccccc3)c2cc1OC	-0.4	8.0	-4.1	-3.1	1.0	-0.2	-5.8	-8.2	0.4
CCc1cccc(NC(=O)Nc2ccc3c(c2)OCO3)c1	-17.2	-15.9	-5.6	-0.7	6.6	-2.8	4.5	-1.9	-0.6
O=C(COc1coc(CN2CCN(c3cccc(Cl)c3)CC2)cc1=O)NC1CCCC1	-0.2	-7.0	5.1	-2.6	0.6	-0.6	0.8	-14.3	-0.2
CC12CN3CCN(CC(C3)/C1=N/NC(=O)Nc1ccccc1)C2	12.3	-1.4	-13.5	6.6	3.2	-0.6	2.6	-11.7	0.3
CCOC(=O)c1c[nH]c2nc(C)ccc2c1=O	27.7	0.1	-7.1	-2.6	6.6	2.3	0.3	5.6	11.4
COc1cc(S(=O)(=O)NCC2COCCO2)ccc1-n1cnnn1 (stereo not drawn)	-9.7	7.8	16.8	0.1	4.7	1.1	-4.4	5.0	-0.1
Cc1ccc(Cl)c(NC(=O)CCl)c1Cl	-4.9	-2.6	9.7	2.5	0.8	1.4	-0.6	5.8	0.5
Cc1ccc([N+](=O)[O-])cc1S(=O)(=O)NCCc1c(C)[nH]c2ccccc12	-6.6	7.4	-23.2	-1.4	4.6	2.1	-6.4	12.8	0.1
CCN(CC(=O)NC(C)(C)C)C(=O)c1ccc(Br)cc1	-12.2	/	/	1.5	4.1	/	-8.3	-12.8	-0.1
CC(C)OCCCNC(=O)Cc1ccc(F)cc1	22.6	-20.4	57.1*	3.1	0.9	0.9	4.5	12.1	0.1
CCOc1ccc(C(=O)NCC(=O)NCC(c2ccccc2OC)N2CCCC2)cc1 (stereo not drawn)	22.3	17.4	-9.4	3.0	0.0	-0.3	-4.0	-6.9	0.3
COc1ccc(-c2[nH]ncc2-c2cscn2)c(O)c1	8.1	2.0	4.1	1.9	2.7	0.4	-5.2	0.9	0.8
CC(=O)c1ccc(Sc2ccccc2)cc1	-7.9	-8.4	/	1.6	2.0	0.1	-2.1	0.3	0.4
COc1ccc(C(=O)/C=C/c2ccc(C)cc2)c(OC(=O)c2ccc([N+](=O)[O-])cc2)c1	1.9	/	/	-3.5	2.4	/	0.6	-7.7	1.1
COc1cccc(COC(=O)CCNC(=O)c2ccc(Br)cc2)c1OC	-1.6	-10.5	-10.9	9.6	1.7	-1.1	-1.1	-1.7	0.9
COCc1nnc(NC(=O)c2ccco2)s1	-6.1	3.9	13.8	0.0	0.8	-0.3	1.5	-2.6	-0.2
O=C(CSc1cccc[n+]1[O-])Nc1ccc([N+](=O)[O-])cc1Cl	-17.0	-3.1	14.6	1.9	4.4	1.8	-9.6	-7.7	0.4
Cc1c(C(=O)OCC(=O)NCCN2C(=O)CSC2=O)cccc1[N+](=O)[O-]	-7.1	-9.0	0.4	-12.4	1.1	-0.6	-0.2	-1.2	-0.2
CC(C)(C)c1[nH]c2ccccc2c1/C=N/O	-2.7	0.6	-13.8	7.8	2.3	0.9	11.4	0.2	0.7
COc1ccc(CCNC(=O)CCC2COc3ccccc3O2)cc1OC (stereo not drawn)	1.1	0.2	3.6	4.5	-1.3	0.5	-4.2	5.4	0.2
Cc1cc(S(=O)(=O)NCCCN2CCOCC2)ccc1F	4.1	-9.5	3.7	-1.8	1.9	0.8	0.3	2.0	0.2
Cc1ccc(-c2ccnc3c(Br)c(C)nn23)cc1	-14.3	4.0	-17.6	-4.8	0.7	-2.5	-8.5	8.0	0.4
O=C(Nc1nccs1)c1ccc(COc2ccc(F)cc2)o1	4.2	-8.1	-11.6	0.6	4.4	0.3	-3.0	5.0	-0.3

In a second layout: three of the compounds above.
> Cc1nn(C)cc1S(=O)(=O)Nc1ncccn1
  D1 antag: 0.5 | D2 potentiator: -0.3 | D2 antag: -12.5 | TRHR PAM: 41.3* | D1 agonist: -0.5 | D2 ag: -1.2 | D1 potentiator: -4.2 | RXFP1 antag: 3.2 | TRHR ag: 2.1
> COc1ccc(C(=O)Cn2c(=O)c(CCC(=O)O)nn3c4ccccc4nc23)cc1OC
  D1 antag: -6.0 | D2 potentiator: 2.6 | D2 antag: 12.8 | TRHR PAM: -5.1 | D1 agonist: 1.3 | D2 ag: 0.9 | D1 potentiator: -4.5 | RXFP1 antag: -10.6 | TRHR ag: 0.4
> CCN(CC)c1ccc2cc(C=O)c(=O)oc2c1
  D1 antag: 3.0 | D2 potentiator: -6.0 | D2 antag: -46.5 | TRHR PAM: 9.4 | D1 agonist: 186.8* | D2 ag: 65.0* | D1 potentiator: -4.2 | RXFP1 antag: -2.5 | TRHR ag: 116.2*

An excerpt from above in order of the TRHR ag value, descending:
canonical_smiles,D1 antag,D2 potentiator,D2 antag,TRHR PAM,D1 agonist,D1 potentiator,RXFP1 antag,TRHR ag
COc1cccc(COC(=O)CCNC(=O)c2ccc(Br)cc2)c1OC,-1.6,-10.5,-10.9,9.6,1.7,-1.1,-1.7,0.9
COc1ccc(-c2[nH]ncc2-c2cscn2)c(O)c1,8.1,2.0,4.1,1.9,2.7,-5.2,0.9,0.8
Cc1c(C(=O)OCC(=O)NCCN2C(=O)CSC2=O)cccc1[N+](=O)[O-],-7.1,-9.0,0.4,-12.4,1.1,-0.2,-1.2,-0.2

(cont.)
structure	D1 antag	D2 potentiator	D2 antag	TRHR PAM	D1 agonist	D2 ag	D1 potentiator	RXFP1 antag	TRHR ag
CC(C)CNC(=O)C1CCCN(C(=O)NCc2ccccc2)C1 (stereo not drawn)	11.2	-2.4	-13.0	-1.7	-1.2	-1.6	-1.6	5.6	0.2
CNC(=O)C(=O)Nc1c(C)cc(C)cc1C	-35.6*	-9.3	2.1	41.0*	3.9	-0.4	0.6	-0.3	-0.9
Cc1ccc(C2C(C#N)=C(N)Oc3n[nH]c(-c4ccccc4)c32)o1 (stereo not drawn)	2.7	-24.4	-7.3	2.3	1.8	0.8	5.5	-11.5	0.8
COc1ccc(-n2nnnc2SC(C)C(N)=O)cc1 (stereo not drawn)	-2.0	8.1	-4.3	0.9	3.3	0.5	-7.0	-12.3	-0.6
